Assay outcomes as filed in PubChem.
IEC-6 cytotox: kills IEC-6 intestinal cells in KLF5 counter-screen; IEC-6 cytotoxicity, luminescence viability; inhibition, % at 5 µM; 290,000 compounds, 0.78% hits; AID 1825; in the data active = inhibition above about 22%;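 also: 0% = plate median of test compound wells and 100% = cytotoxic reference compound wells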
HSF1 inh: HSF1 inhibition. NIH3T3-HGL HSE-luciferase, MG132-induced, luminescence 8 h; active compounds read low. activity change, negative = inhibition, % at 7.5 µM (by protocol). 300,000 compounds, 0.77% hits;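 active = more than half of replicate wells show activity change below -50%, luminescence cut by over half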;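 also: luciferase reports HSF-1 transcriptional activity via heat shock element; 0% = median of DMSO wells and -100% = zero luminescence signal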
AI-2 QS mod: Vibrio harveyi AI-2 quorum sensing modulation; AID 2094; Vibrio harveyi JMH597 AI-2 luminescence/OD600 ratio, 9 h; active compounds read low; strain lacks LuxN and CqsS sensors; 0 = neutral-control median; 300,000 compounds, 0.4% hits; activity change, % at 7.5 µM; in the data active = activity change below about -75%, passing the limit was not always enough;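 also: luminescence divided by OD600 gain over 9 h not by final OD600 alone; inactives centre near 13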
KLF5 inhibitor: kruppel-like factor 5 inhibition; DLD-1 KLF5 promoter-luciferase reporter, luminescence; inhibition, % at 5 µM; 290,000 compounds, 0.23% hits; AID 1700;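 active = inhibition above a per-plate limit of that plate's mean compound inhibition plus 3 SD, cut at about 60% in these data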;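 also: 0% = DMSO wells and 100% = LY294002 at 200 µM; higher means less KLF5 promoter-driven luciferase light; inactives centre near -14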
aSyn 5UTR inh: 5' untranslated region of α-synuclein, MLPCN primary screen; 300,000 compounds, 0.82% hits; inhibition, % (tested at 7.5 µM); alpha-synuclein 5'UTR reporter, inhibitor activity; in the data active = inhibition above about 60%;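 also: H4 neuroglioblastoma cells stably carrying SNCA 5'UTR luciferase fusion; 0% = DMSO wells and 100% = positive control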
PolyA inhibitor: blocks polyadenylation in yeast reporter cells; S. cerevisiae SKY197-pL101 polyadenylation reporter, beta-gal luminescence; efflux-impaired pdr1/pdr3 knockout yeast; score 100 = 6 SD above DMSO; 300,000 compounds, 0.02% hits; calls only at 12 µM;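 active = lowest replicate activity score at least 50, where 100 means six control SD above control mean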;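 also: yeast exposed to compound for 9 h at 30 °C; higher score means more reporter readthrough which indicates perturbed polyadenylation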
GSK3beta inhib: human GSK3beta kinase inhibition. GST-GSK3beta kinase, ADP-Glo luminescence, 60 min; active compounds read low. P49841. 300,000 compounds, 0.038% hits. activity score (negative = inhibition), % at 10 µM;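 active = more than half of replicate wells score below -50%, meaning over 50% inhibition versus plate controls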;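 also: 0% = median DMSO wells and -100% = median GW8510 positive control wells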
Target sequence (P49841 whole entry, looked up): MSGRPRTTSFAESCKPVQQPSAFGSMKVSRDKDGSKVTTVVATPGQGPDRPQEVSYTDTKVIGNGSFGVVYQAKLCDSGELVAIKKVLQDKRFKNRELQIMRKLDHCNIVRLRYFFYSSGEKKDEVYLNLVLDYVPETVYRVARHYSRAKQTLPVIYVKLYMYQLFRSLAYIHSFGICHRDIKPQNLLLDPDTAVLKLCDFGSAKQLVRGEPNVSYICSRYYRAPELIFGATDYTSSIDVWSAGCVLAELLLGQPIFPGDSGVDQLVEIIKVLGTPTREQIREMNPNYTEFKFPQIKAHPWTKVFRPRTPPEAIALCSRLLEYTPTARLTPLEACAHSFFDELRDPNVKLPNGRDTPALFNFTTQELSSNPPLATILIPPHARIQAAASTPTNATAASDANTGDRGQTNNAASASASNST
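Test system: GST-tagged human GSK3beta kinase, cell-free; evaluation: activity score scaled between in-plate DMSO and GW8510 controls; measured by: ADP-Glo luminescence; incubation: 60 min reaction, RT; benchmarks: DMSO and 20 µM GW8510; reagent: peptide substrate plus 25 µM ATP (final); medium: Tris/MgCl2 kinase buffer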
GSK3 alpha inh: blocks human GSK-3 alpha kinase. P49840. ADP-Glo luminescence, 60 min. inhibition, % at 10 µM. 320,000 compounds, 0.1% hits. AID 2650;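 in the data active = inhibition above about 50%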;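 also: GST-tagged GSK-3 alpha with peptide substrate and 25 µM ATP; 0% = DMSO neutral wells and 100% = GW8510 positive control wells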
Target sequence (P49840 whole entry, looked up): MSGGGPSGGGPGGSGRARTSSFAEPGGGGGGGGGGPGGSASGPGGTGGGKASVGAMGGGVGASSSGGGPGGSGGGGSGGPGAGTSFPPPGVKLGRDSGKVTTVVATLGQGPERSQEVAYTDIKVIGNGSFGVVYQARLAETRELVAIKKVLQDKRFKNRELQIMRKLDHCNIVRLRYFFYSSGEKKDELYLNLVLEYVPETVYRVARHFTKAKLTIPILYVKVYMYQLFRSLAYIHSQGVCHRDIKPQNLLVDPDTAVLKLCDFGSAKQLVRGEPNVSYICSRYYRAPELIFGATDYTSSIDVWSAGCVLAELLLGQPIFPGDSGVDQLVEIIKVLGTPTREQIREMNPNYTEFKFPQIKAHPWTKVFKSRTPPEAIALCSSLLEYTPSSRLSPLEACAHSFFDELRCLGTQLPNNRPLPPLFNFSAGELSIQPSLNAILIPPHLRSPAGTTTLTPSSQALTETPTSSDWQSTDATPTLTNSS
HSF-1 act: increases HSF-1 driven luciferase reporter signal; NIH3T3-HGL HSF-1 luciferase reporter, MG132, 8 h; 100% = twice DMSO control signal; activation, % at 9 µM; 300,000 compounds, 1.7% hits; AID 504408;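 active = mean replicate activation of at least 50% with a set share of replicates each reaching 50%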;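 also: 0% = median of the neutral control wells and 100% = twice that signal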
HSP90 inh: inhibitors of HSP90 luciferase refolding in rabbit reticulocyte lysate; luciferase refolding luminescence, 3 h; inhibition, % at 5.6 µM; 290,000 compounds, 0.91% hits;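 active = inhibition above the screen-wide mean plus 3 SD, computed separately per campaign, cut at about 16% in these data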;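 also: 0% = DMSO wells and 100% = 60 µM geldanamycin wells; inhibitors lower the luminescence because luciferase stays unfolded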
The depositor's hits bear a star; i = inactive; . = not tested or not shown.

item	Compound	IEC-6 cytotox	HSF1 inh	AI-2 QS mod	KLF5 inhibitor	aSyn 5UTR inh	PolyA inhibitor	GSK3beta inhib	GSK3 alpha inh	HSF-1 act	HSP90 inh
1	C=CCn1c(SCC(=O)NCC2CCCO2)nnc1C1CCCCC1 (stereo unspecified)	-0.8	-0.4	17.8	-11.9	-1.0	i	2.4	0.6	10.5	-0.2
2	CC(=O)Nc1ccc(S(=O)(=O)N2CCc3cc4c(cc3C2C)OCCCO4)cc1 (stereo unspecified)	0.1	-2.5	.	-15.9	-18.1	i	2.6	0.3	6.0	-5.0
3	O=C(O)/C=C/C(=O)NNC(=O)c1ccc(Br)cc1	0.5	-4.2	14.8	-0.5	-11.8	i	2.5	-1.0	-4.6	5.2
4	Cc1cccc(CSc2nnc(CCNC(=O)OC(C)(C)C)o2)c1	5.1	-6.7	21.5	5.5	4.4	i	5.1	1.5	3.0	2.8
5	CCOC(=O)C1CCN(C(=O)CNS(=O)(=O)c2cccs2)CC1	4.2	-4.0	23.7	-8.2	9.4	i	0.9	0.1	14.6	4.5
6	Cc1c(NS(=O)(=O)c2ccc3c(c2)OCCO3)cccc1-c1nc2cccnc2s1	-6.2	-6.8	16.1	-12.0	-3.9	i	-5.2	0.2	-6.7	0.6
7	Cc1cc(C)c2c(=O)[nH]n(C3CCOC(C)(C)C3)c2n1 (stereo unspecified)	-5.5	2.0	22.1	-3.0	3.3	i	-1.5	-4.0	2.0	-1.3
8	O=C(CN1CCN(C2CCCCC2)CC1)NCCC1=CCCCC1	-2.5	-4.1	-3.3	-7.9	-29.7	i	1.2	1.4	-2.6	1.0
9	O=C(NCCCn1ccnc1)c1cc2ccccc2oc1=O	3.5	-1.3	10.3	-1.6	-65.0	i	1.4	-1.9	10.4	-2.1
10	Cc1ccc(OCc2ccc(C(=O)Nc3cc(C)on3)o2)c([N+](=O)[O-])c1	7.9	-1.9	14.5	-17.6	17.0	i	1.7	-2.1	-4.2	1.1
11	CCc1ccc[n+](-c2[nH]c(=O)sc2/C=N/N=C(\[O-])c2ccncc2)c1	-0.5	-1.5	11.6	-8.1	5.2	i	-18.6	1.7	-7.6	-0.1
12	NS(=O)(=O)c1ccc(NC(=O)COC(=O)C2CC(=O)N(Cc3ccccc3)C2)cc1 (stereo unspecified)	1.1	0.8	11.3	-10.4	1.1	i	6.0	1.5	7.0	-0.2
13	CNS(=O)(=O)c1ccc2c3c(cccc13)C(=O)N2C	7.2	-6.2	18.6	-16.6	24.4	i	-3.8	-3.0	-5.8	-0.6
14	CCOC(=O)C(NC(=O)NCc1ccc(F)cc1)(OCC)C(F)(F)F (stereo unspecified)	0.3	-2.5	20.0	21.0	-7.8	i	-0.1	1.8	-14.6	-0.6
15	Cc1nn(C)cc1/C=N\NC(=O)c1ccc2c(c1)c(C)c(C)n2Cc1ccccc1	0.3	98.6	6.1	11.3	9.9	i	3.2	-2.4	127.6*	5.5
16	CCc1ccc(NC(=O)C2CCCN(S(=O)(=O)c3ccc4[nH]c(=O)ccc4c3)C2)cc1 (stereo unspecified)	-10.6	-5.4	21.5	2.3	28.9	i	-1.9	-1.8	0.5	-4.3
17	Cc1ccc(C)c(S(=O)(=O)Nc2ccccc2C(=O)Nc2ccccc2N2CCOCC2)c1	0.6	-2.7	3.4	9.9	4.4	i	4.5	-3.2	-14.1	4.2
18	O=C(c1ccc(CNS(=O)(=O)c2ccc(Br)cc2)cc1)N1CCCC1	3.0	-3.4	25.4	2.5	1.7	i	3.0	-3.9	-17.7	-1.7
19	Cc1ccc(NC(=O)CSCC(=O)NCc2cccc(C(F)(F)F)c2)cc1	.	2.0	1.2	.	14.9	i	-0.6	-1.7	6.4	.
20	CCCOc1cc(N(CC)CC)ccc1/C=C(/C#N)c1nc2ccc(C)cc2[nH]1	1.2	-2.2	37.2	-6.2	-9.5	i	2.6	-0.5	-9.5	1.7
21	CCOC(=O)c1c(O)c2c(n(Cc3ccco3)c1=O)CCCC2	1.6	-6.3	12.8	-17.5	3.0	i	4.3	-4.0	-12.4	2.4
22	O=C(NC(=S)Nc1ccc(Cl)cn1)c1cccs1	1.8	-10.2	8.3	2.1	-92.3	i	2.4	-5.5	9.4	-1.0
23	CC(=O)c1ccccc1NC(=O)Cn1c(=O)cnc2ccccc21	-7.2	3.5	-4.0	-24.5	1.6	i	-24.1	.	14.6	-4.0
24	Cc1cccc(OCC(=O)Nc2ccc(N3CCN(S(C)(=O)=O)CC3)cc2)c1	-2.8	0.6	23.4	-23.7	10.3	i	2.2	-0.1	23.9	-0.2
25	CC(C)CC1(C)NC(=O)N(Cc2cc([N+](=O)[O-])cc3c2OCOC3)C1=O (stereo unspecified)	7.0	4.2	7.4	2.0	15.1	i	-0.2	0.0	9.7	1.7
26	CCN(CC)CCN(Cc1cc2cc3c(cc2[nH]c1=O)OCO3)C(=S)NCCCN(C)C	2.9	7.0	33.6	-25.0	-5.5	i	-0.2	0.7	23.7	-0.8
27	COC(=O)C(C)Oc1ccc(=O)[nH]n1 (stereo unspecified)	-0.7	-5.1	8.4	-13.2	10.2	i	0.4	0.4	-2.0	-1.6
28	CCOC(=O)N/N=C/c1ccc(N2CCOCC2)s1	0.8	0.2	11.3	-24.0	-28.3	i	2.8	0.2	8.0	-1.9
29	CN(C)C(=N)c1n[nH]nc1SCc1ccccc1	6.0	1.4	-1.3	0.2	-12.1	i	0.0	-4.0	3.1	-0.2
30	CN(C)S(=O)(=O)c1cc(NC2CC(=O)N(c3ccc(F)cc3)C2=O)ccc1Cl (stereo unspecified)	-1.3	1.4	-8.5	-2.3	8.0	i	-2.2	-0.9	5.6	-3.0
31	CCn1nnc(NC(=O)c2sc3ccccc3c2Cl)n1	-1.2	43.1	46.0	-141.7	-82.5	i	-0.4	-0.8	73.6*	-0.1
32	COc1ccc(S(=O)(=O)NCC(=O)N(CC(=O)NCC2CCCO2)c2cc(C)ccc2C)cc1 (stereo unspecified)	0.9	1.0	-1.1	6.8	16.3	i	4.2	-1.3	-0.3	-2.8
33	COCCCn1nnnc1SCC(=O)N1CCCC1	-9.4	3.9	4.2	-19.2	19.7	i	-3.0	-0.3	-2.0	-2.7
34	CN1CC[C@@]2([C@@]34CCN(C)C3Nc3ccccc34)c3ccccc3NC12 (stereo partly specified)	.	1.1	-3.4	.	10.6	i	1.4	-4.5	-1.5	.
35	COc1ccc(NC(=O)CS(=O)c2cccc(C(F)(F)F)c2)cc1 (stereo unspecified)	7.6	10.2	3.5	-35.8	3.8	i	1.3	-1.5	8.3	-1.1
36	CC(C)c1cc(NC(=O)C(C)(C)C)cc(C(C)C)c1O	2.7	-2.3	4.5	-30.5	8.4	i	2.0	-3.2	4.0	0.7
37	O=[N+]([O-])c1cccc(S(=O)(=O)N2CCc3ccccc3C2)c1	-3.1	7.3	9.6	-16.5	5.0	i	-1.3	.	-7.6	5.8
38	O=C(Cn1cnc2c(cnn2-c2ccc(Cl)cc2)c1=O)NC1CCCCC1	4.9	.	.	-0.6	.	.	.	-1.4	.	1.6
39	Cn1c(CNc2ccc(Cl)cc2)nnc1SCC#N	8.1	3.5	13.4	-35.6	-18.8	i	0.3	-1.2	14.8	1.8
40	C[C@]12C[C@H](O)[C@@H]3c4ccc(O)cc4CCC3[C@@H]1CCC2=O (stereo partly specified)	-2.2	-5.7	5.5	-19.6	16.3	i	4.5	-1.6	-1.8	1.8
41	O=C(Cc1ccc(F)cc1)N/N=C/c1ccc2c(c1)OCO2	8.2	5.2	14.4	-14.4	-93.4	i	-2.5	.	32.0	-3.1
42	CC(NS(=O)(=O)c1ccc2c(c1)CC(C)N2C(=O)C1CC1)c1ccccc1 (stereo unspecified)	3.4	2.0	37.3	2.5	-6.0	i	-3.6	-1.0	-8.1	-2.7
43	CCCn1cc(CN2CCN(Cc3ccc(C)o3)C(CCO)C2)c(C)n1 (stereo unspecified)	0.1	1.6	15.7	-22.5	19.7	i	2.4	-3.1	-10.1	4.5
44	O=C(NC(=S)Nc1ccccc1Cl)c1cncc(Br)c1	5.0	1.5	8.7	-34.8	-26.5	i	1.0	0.7	0.8	-3.2
45	CSC1=NCCN1C(=O)c1c(F)cccc1Cl	-1.8	-1.9	16.4	-2.5	-0.1	i	-2.6	-0.7	-0.9	1.8
46	CC(C)(C)OC(=O)NCCc1nnc(SCC(=O)c2ccc(Cl)cc2)o1	-1.8	0.6	9.3	-26.6	8.5	i	0.0	-0.9	2.0	1.6
47	Cc1cccc(N2CCN(C(=O)CSc3nc4ccccc4nc3N3CC(C)OC(C)C3)CC2)c1C (stereo unspecified)	-4.5	-2.2	11.2	-1.1	-3.2	i	-0.4	-0.3	9.0	5.3
48	CCCOc1ccc(CCC(=O)N/N=C/c2ccco2)cc1	-2.0	-0.4	11.8	-15.4	10.4	i	-7.0	-19.4	10.7	-2.0
49	COc1ccc(CNCC(=O)Nc2cc(C)nn2-c2nc(C)cc(C)n2)cc1OC	4.1	-4.5	12.7	-22.1	-26.2	i	0.9	0.0	-1.2	-1.5
50	Cc1ccc(-n2nc(C(=O)O)c(C)c(C#N)c2=O)cc1Cl	3.3	-6.3	6.8	-24.4	-3.9	i	15.7	0.8	16.8	1.3

(listing goes on)
item	Compound	IEC-6 cytotox	HSF1 inh	AI-2 QS mod	KLF5 inhibitor	aSyn 5UTR inh	PolyA inhibitor	GSK3beta inhib	GSK3 alpha inh	HSF-1 act	HSP90 inh
51	Cc1cc(C(F)(F)F)nn1CCCNC(=O)c1cnccn1	-4.2	-4.6	21.5	-11.6	5.5	i	-1.8	-1.7	-6.4	-0.6
52	CCc1nnc(NC(=O)CSc2nnc(C)c(=O)n2N)s1	-3.2	-1.1	7.8	-28.0	-9.6	i	-0.2	-0.3	-1.1	1.0
53	CC1=NN(Cc2ccccc2)C(=O)C1C(c1ccc(Cl)cc1)C(C#N)C#N (stereo unspecified)	-2.0	-1.7	-2.1	-55.1	-28.8	i	4.7	-1.6	14.0	7.1
54	COc1ccccc1Cc1nc(-c2ccncc2)no1	5.6	2.9	38.6	-23.6	-45.8	i	-0.1	0.2	19.2	3.2
55	CCOc1cc(CC(=O)N[C@@H](CC(C)C)c2ccccc2N2CCCCC2)ccc1C(=O)O	-1.5	-6.9	6.8	-18.2	-16.1	i	2.8	-2.0	-5.7	-0.9
56	O=C(O)C[C@H](O)C[C@H](O)/C=C/c1c(C2CC2)nc2ccccc2c1-c1ccc(F)cc1	.	7.7	24.1	.	103.7*	i	0.5	.	2.6	.
57	CCCCCCCCC1=NCCc2c1[nH]c1ccccc21	-1.9	-1.0	22.1	-19.4	18.6	i	-4.7	0.1	16.6	10.4
58	CCOC(=O)CSc1nc2sc3c(c2c(=O)n1-c1ccc(OCC)cc1)CCN(C)C3	3.6	-3.4	-10.8	-20.6	-12.3	i	-0.8	0.2	-5.9	2.5

Some of the compounds tested, so the mix of outcomes need not match the whole.
